# Source: PubChem (several laboratories)
# H9c2 protect = myocardial damage modulation in H9c2 cells; H9c2 cardiomyocytes, H2O2 injury protection, ATPLite, 2 h; protection from H2O2 cell death, % at 20 µM; 360,000 compounds, 0.63% hits; AID 588492;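 active = compounds giving at least 50% protection of heart cells from peroxide-induced death in the single-dose screen, raw or plate-pattern-corrected value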;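 also: 0% = DMSO wells with peroxide and 100% = DMSO wells without peroxide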
# m5-HT2A agonist = activates the mouse 5-HT2A serotonin receptor; P35363; CHO-K1 mHTR2A beta-arrestin complementation, luminescence; percent of 30 µM serotonin response; activation, % at 7.6 µM; 360,000 compounds, 0.66% hits;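 active = activation above a run cutoff, the mean activation of all tested compounds plus 3 SD, cut at about 14% in these data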;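 also: 0% = plate median of compound wells and 100% = 30 µM serotonin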
# ABHD5 PLIN5 PPI = ABHD5-PLIN5 protein interaction inhibition. Q00G26+Q8WTS1. Split G. princeps luciferase complementation, luminescence, 4 h. inhibition, % at 4 µM. 360,000 compounds, 0.78% hits. AID 602281;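 active = inhibition above the mean inhibition across every tested compound plus 3 SD, cut at about 22% in these data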;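 also: 0% = DMSO only wells and the 100% control is not disclosed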
# MC4R barr agon = activates human MC4R beta-arrestin recruitment. P32245. U2OS MC4R beta-arrestin complementation, luminescence; percent of melanotan II response, DMSO zero. activation, % at 8.9 µM. 360,000 compounds, 0.98% hits. AID 540308;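 active = activation above a per-plate cutoff, the mean activation of sample wells on that plate plus 3 SD, cut at about 8% in these data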
# Granule exo inh = lytic granule exocytosis inhibition; AID 651702; TALL-104 LAMP-1 surface exposure, flow cytometry; cells stimulated with thapsigargin and PMA; 360,000 compounds, 0.66% hits; inhibition, % at 10 µM;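 active = inhibition above about 55%, limit read from the data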
# CaV13 ICDI inh = Disruptors of the CACNA1D IQ motif to Ca2+-dependent inactivation inhibitor domain association, primary screening, Förster resonance energy transfer in intact living …; inhibition, % at 12.3 µM; AID 743397; 340,000 compounds, 0.098% hits; HEK cells, CFP/YFP FRET ICDI-IQ, plate reader, 10 min; percent FRET-ratio fall versus neutral wells;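 active = mean replicate inhibition of at least 30% and at least 1% of replicates passing that level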;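 also: 0% = median of the neutral control wells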
# ABCB6 inh 2 = human ABCB6 transporter inhibition | Q9NP58 | K562-ABCB6 porphyrin accumulation, flow cytometry, 1 h; hits give low values | fluorescence ratio to DMSO, % at 10 µM | 360,000 compounds, 0.19% hits;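 active = fluorescence ratio to DMSO below 75%, the collection mean minus 3 SD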;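 also: signal is porphyrin accumulated inside mitochondria; 100% equals median channel fluorescence of DMSO control wells; lower ratio means ABCB6 inhibition with less porphyrin fluorescence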
# Target sequence (Q9NP58 whole entry, looked up): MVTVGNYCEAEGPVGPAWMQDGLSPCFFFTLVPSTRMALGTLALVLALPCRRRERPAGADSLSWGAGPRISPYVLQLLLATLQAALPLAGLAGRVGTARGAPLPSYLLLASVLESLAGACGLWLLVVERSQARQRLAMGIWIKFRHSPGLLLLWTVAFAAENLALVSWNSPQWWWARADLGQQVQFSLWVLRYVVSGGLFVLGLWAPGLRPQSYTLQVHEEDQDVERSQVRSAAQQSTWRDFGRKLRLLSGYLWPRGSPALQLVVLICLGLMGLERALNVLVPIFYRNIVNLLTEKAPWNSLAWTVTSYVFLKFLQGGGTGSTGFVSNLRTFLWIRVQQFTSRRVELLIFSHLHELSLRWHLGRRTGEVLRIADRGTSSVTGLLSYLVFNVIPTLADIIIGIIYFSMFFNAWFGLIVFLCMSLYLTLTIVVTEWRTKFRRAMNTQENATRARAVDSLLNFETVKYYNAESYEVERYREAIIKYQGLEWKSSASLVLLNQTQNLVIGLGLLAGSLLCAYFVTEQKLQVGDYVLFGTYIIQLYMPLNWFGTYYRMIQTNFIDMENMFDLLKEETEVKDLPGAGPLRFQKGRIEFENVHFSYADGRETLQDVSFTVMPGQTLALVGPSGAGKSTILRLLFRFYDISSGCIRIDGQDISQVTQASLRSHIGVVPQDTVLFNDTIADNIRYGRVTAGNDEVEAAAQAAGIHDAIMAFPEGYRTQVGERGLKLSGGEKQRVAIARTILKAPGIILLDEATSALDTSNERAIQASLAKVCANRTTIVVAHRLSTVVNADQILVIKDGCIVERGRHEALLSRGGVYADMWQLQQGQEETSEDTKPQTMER
# PDI inh = inhibitors of human protein disulfide isomerase | AID 588391 | inhibition, % at 10 µM | 350,000 compounds, 0.052% hits | PDI insulin aggregation turbidity, A650, 90 min;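 active = mean inhibition across replicates of 30% or more, whatever share of single replicates reach that level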;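 also: absorbance from insulin aggregation driven by PDI reduction with DTT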
# N-glyco inh = blocks N-linked glycosylation in D54 reporter cells; D54 ERlucT glycosylation luciferase reporter, 24 h; percent of 100 nM tunicamycin response; reporter increase, % at 12.5 µM; AID 588692; 360,000 compounds, 0.23% hits;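 active = mean luciferase reporter signal, scaled so untreated is 0 and the glycosylation-blocking control 100, at or above a set limit in every replicate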;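 also: luciferase carries N-glycosylation sites so blocking glycosylation raises the light; 0% = median of neutral control wells and 100% = median of 100 nM tunicamycin wells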
# MC4R antagonist = blocks human MC4R cAMP signaling | AID 540295 | 360,000 compounds, 0.48% hits | inhibition, % at 6.5 µM | P32245 | MC4R-expressing cells, MTII-stimulated cAMP, LANCE TR-FRET;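 active = inhibition above its plate's cutoff, the mean of tested wells on that plate plus 3 SD, cut at about 29% in these data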;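 also: 0% = Melanotan II alone and 100% = Melanotan II plus saturating MCL0020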
#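 system = U2OS cells with stable human MC4R expression | also added = Melanotan II challenge after compound preincubation | dosing = one concentration, 6.5 µM nominal | incubation = compound 30 min, challenge 1 h, detection 1 h | measured by = TR-FRET with Eu-cAMP and labeled anti-cAMP, 671 nm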
# * hit, by the source's call; . = not tested or not shown; & = joins results of further samples.
SMILES,H9c2 protect,m5-HT2A agonist,ABHD5 PLIN5 PPI,MC4R barr agon,Granule exo inh,CaV13 ICDI inh,ABCB6 inh 2,PDI inh,N-glyco inh,MC4R antagonist
COc1ccc(N2C(=O)C(Cc3ccccc3)NC2=S)cc1 (centres undefined),-3,3,0,5.4,6,-4,102,-2,1,13
Cc1nc2ccccn2c1C(=O)N/N=C/c1ccccc1[N+](=O)[O-],13,1,4,1.6,3,-7,95,6,0,-10
O=C(COc1ncnc2sccc12)Nc1cccc(S(=O)(=O)N2CCCC2)c1,-10,5,0,-2.4,-1,-9,91,2,1,2
Cc1ccccc1N(C(=O)CCC(=O)Nc1ccccn1)C(C(=O)NC(C)C)c1ccc(F)cc1 (centres undefined),2,2,-1,0.9,0,-8,90,6,-3,4
Nn1cnc2c(ncn2C2OC(CO)C(O)C2O)c1=O (centres undefined),-1,0,3,-1.3,2,.,94,.,0,-1
Cc1ccc2nc(SCC(=O)c3ccc4c(c3)NC(=O)CO4)[nH]c2c1,4,3,-8,-1.2,0,-5,98,14,2,3
Cc1cccc(-n2c3nc(=O)[nH]c(=O)c-3cc3cc([N+](=O)[O-])ccc32)c1,1,4,10,-1.9,10,-5,99,-7,19,-16
CCc1ccc(OCC(=O)NC(NC(=S)Nc2ccccc2OC)C(Cl)(Cl)Cl)cc1 (centres undefined),-10,0,-17,3.9,-2,-17,96,-8,-5,38*
C/C(=N\S(=O)(=O)c1ccc(C)cc1)NC(=S)Nc1ccccc1,0,1,-2,-0.7,13,-5,100,-1,-1,10
Cc1ccc(C)c(C(=O)CSc2n[nH]c(C(C)C)n2)c1,8,3,3,1.4,-2,-4,114,1,0,4
CC1(Oc2ccccc2-c2ccn[nH]2)CCN(Cc2ccc(OC(F)(F)F)cc2)C1 (centres undefined),-19,-3,-12,5.1,3,-7,96,-1,-4,4
CCOc1ccc(N2CC(C(=O)Nc3cccc(S(=O)(=O)N4CCCC4)c3)CC2=O)cc1 (centres undefined),-6,-3,-1,2.2,-12,-6,99,8,1,7
Cc1cc(C)nc(N/N=C/c2ccc([N+](=O)[O-])o2)n1,4,-2,-4,-1.6,-5,-20,98,3,7,-33
CC(=O)Nc1ccc(S(=O)(=O)N2CCSC2c2ccccc2)cc1 (centres undefined),-2,0,-3,-0.7,4,.,106,3,-2,11
O=C1CCC/C1=C/Nc1cccc(F)c1,-4,5,-3,0.1,1,-4,97,2,2,-3
COc1ccc(-n2ncc3c2CC(C)(C)CC3NC(=O)Cc2nonc2C)cc1 (centres undefined),6,-5,7,1.7,10,-2,101,0,1,-6
O=C(NNC1=NS(=O)(=O)c2ccccc21)C1CC(=O)N(c2ccccc2)C1 (centres undefined),-3,0,-4,-2.1,1,2,104,9,1,5
C[C@@H]1O[C@@H](O[C@H]2[C@H](Oc3cc(O)c4c(c3)O[C@H](c3ccc(O)cc3)CC4=O)O[C@H](CO)[C@@H](O)[C@@H]2O)[C@H](O)[C@H](O)[C@H]1O,14,3,4,-0.2,-6,-5,95,19,1,2
CN(CCOC(=O)/C=C/c1ccccc1)C(C)(C)C,-2,1,3,-1.9,4,-5,95,-5,1,6
O=C(NNC(=S)NC1CCCCC1)c1ccc2c(c1)OCO2,-4,2,-6,-0.8,-2,-2,97,3,1,-7
O=C(O)COCC(=O)N1CCc2c([nH]c3ccccc23)C1C(F)(F)F (centres undefined),1,7,4,-1.9,-5,-4,92,3,-2,4
COc1cccc(Cn2nnc(C(=O)NCc3ccc(F)cc3)c2N)c1,-23,-3,2,0.1,0,-2,105,.,-2,-8
Cc1ccc(CSCC(=O)N(C)CC(=O)Nc2ccccc2C(F)(F)F)cc1,1,4,4,0.2,-4,-6,93,7,-1,2
CCc1cc(=O)oc2cc(OCc3nn[nH]n3)ccc12,8,-1,4,-0.7,4,.,98,14,1,-2
CCn1c(SCC(=O)N2CCN(c3cccc(Cl)c3)CC2)nc2ccccc2c1=O,23,-5,-3,0.4,6,-4,93,0,2,-2
Cc1ccc(S(=O)(=O)N2CCN(C(=O)COC(=O)CCc3ccccc3)CC2)c(C)c1,-1,-5,1,0.7,-1,-6,107,-6,0,2
Cc1ccsc1C1C(C#N)=C(N)OC2=C1C(=O)CCC2 (centres undefined),2,1,1,4.5,-3,-1,103,3,0,-1
O=C(NCc1ccco1)C(c1ccc(F)cc1)N(Cc1cccnc1)C(=O)Cn1nnc2ccccc21 (centres undefined),1,1,2,-1.6,0,0,97,-1,0,8
O=C(CCc1nnc(CCc2c[nH]c3ccccc23)o1)NC1CCC1,3,-2,-3,-0.7,-2,-3,98,-1,0,3
CC(C)CC1Nc2ncnc(N3CCOCC3)c2N(Cc2ccc(Cl)cc2)C1=O (centres undefined),1&10,-6&-2,-2&-2,-1.8,11&-2,-10&-6,97&99,9,5&-1,4

# An excerpt of these results, with bars between the fields.
SMILES | H9c2 protect | m5-HT2A agonist | ABHD5 PLIN5 PPI | MC4R barr agon | Granule exo inh | CaV13 ICDI inh | ABCB6 inh 2 | PDI inh | N-glyco inh | MC4R antagonist
CN(CCOC(=O)/C=C/c1ccccc1)C(C)(C)C | -2 | 1 | 3 | -1.9 | 4 | -5 | 95 | -5 | 1 | 6
O=C(NNC(=S)NC1CCCCC1)c1ccc2c(c1)OCO2 | -4 | 2 | -6 | -0.8 | -2 | -2 | 97 | 3 | 1 | -7
O=C(O)COCC(=O)N1CCc2c([nH]c3ccccc23)C1C(F)(F)F (centres undefined) | 1 | 7 | 4 | -1.9 | -5 | -4 | 92 | 3 | -2 | 4
COc1cccc(Cn2nnc(C(=O)NCc3ccc(F)cc3)c2N)c1 | -23 | -3 | 2 | 0.1 | 0 | -2 | 105 | . | -2 | -8
Cc1ccc(CSCC(=O)N(C)CC(=O)Nc2ccccc2C(F)(F)F)cc1 | 1 | 4 | 4 | 0.2 | -4 | -6 | 93 | 7 | -1 | 2
CCc1cc(=O)oc2cc(OCc3nn[nH]n3)ccc12 | 8 | -1 | 4 | -0.7 | 4 | . | 98 | 14 | 1 | -2
CCn1c(SCC(=O)N2CCN(c3cccc(Cl)c3)CC2)nc2ccccc2c1=O | 23 | -5 | -3 | 0.4 | 6 | -4 | 93 | 0 | 2 | -2
Cc1ccc(S(=O)(=O)N2CCN(C(=O)COC(=O)CCc3ccccc3)CC2)c(C)c1 | -1 | -5 | 1 | 0.7 | -1 | -6 | 107 | -6 | 0 | 2
Cc1ccsc1C1C(C#N)=C(N)OC2=C1C(=O)CCC2 (centres undefined) | 2 | 1 | 1 | 4.5 | -3 | -1 | 103 | 3 | 0 | -1
O=C(NCc1ccco1)C(c1ccc(F)cc1)N(Cc1cccnc1)C(=O)Cn1nnc2ccccc21 (centres undefined) | 1 | 1 | 2 | -1.6 | 0 | 0 | 97 | -1 | 0 | 8
O=C(CCc1nnc(CCc2c[nH]c3ccccc23)o1)NC1CCC1 | 3 | -2 | -3 | -0.7 | -2 | -3 | 98 | -1 | 0 | 3
CC(C)CC1Nc2ncnc(N3CCOCC3)c2N(Cc2ccc(Cl)cc2)C1=O (centres undefined) | 1&10 | -6&-2 | -2&-2 | -1.8 | 11&-2 | -10&-6 | 97&99 | 9 | 5&-1 | 4

# (list continues)
SMILES,H9c2 protect,m5-HT2A agonist,ABHD5 PLIN5 PPI,MC4R barr agon,Granule exo inh,CaV13 ICDI inh,ABCB6 inh 2,PDI inh,N-glyco inh,MC4R antagonist
Cc1cc(OCCCn2ccnc2)ccc1[N+](=O)[O-],1,1,1,1.2,-3,-18,95,-7,1,-4
O=C(NCCc1ccc(Cl)cc1)c1ncn[nH]1,7,-2,-10,-1.4,2,1,92,-1,1,4
COc1ccc(OC)c(-n2c(-c3cnccn3)n[nH]c2=S)c1,-1,5,-10,1.9,1,-6,99,1,2,16
CCOC(=O)c1cn(CC(=O)Nc2ccc3c(c2)OCCO3)nn1,-1,5,1,1.3,-3,-3,99,-3,1,10
O=C(c1ccco1)N1N=C(c2ccc(Br)cc2)CC1c1ccco1 (centres undefined),0,9,5,0.0,2,-6,98,5,-1,3
COc1ccc(C(=O)N2CCN(Cc3cc(OC)c(O)c(OC)c3)CC2)cc1OC,2,4,10,0.8,-4,.,102,2,3,8
COc1ccc(NC(=O)C(c2cc3c(cc2[N+](=O)[O-])OCO3)N(C)c2ccccc2)cc1 (centres undefined),-3,-4,-1,-0.8,2,-2,102,4,1,5
N/C(=N\OC(=O)CCCOc1ccccc1)c1ccccn1,0,2,-2,-1.6,3,-6,109,-14,1,3
CC1=CC2=NC(=O)CC(C)(C(=O)N(CC(=O)NC3CCCC3)Cc3ccccc3)N2C=C1 (centres undefined),-2,4,1,0.8,8,-2,90,13,2,-1
Cc1ccc2cc(C#N)c(NCCNC(=S)NCCCN(C)C)nc2c1C,26,4,11,-1.3,11,-1,99,-12,0,2
O=c1cc(-c2ccccc2)nc(N2CCN(Cc3ccc4c(c3)OCO4)CC2)[nH]1,-7,10,-2,5.2,0,-5,96,8,0,3
CSCCC(NC(=O)COc1ccccc1)C(=O)N(C)Cc1ccc(F)cc1 (centres undefined),4,7,-3,-0.1,26,-5,98,-4,0,12
CCOC(=O)c1ccc(Cn2cnc3ccccc3c2=O)cc1,13,5,-3,0.8,-3,-5,94,14,-1,5
COc1ccc(CN2C(=NC(=O)c3ccccc3)SC3CS(=O)(=O)CC32)cc1OC (centres undefined),8,4,13,-0.6,2,-14,99,-1,-5,12
C/C(=N\NC(=O)c1c(Br)c(C)nn1C)c1cccc(NC(=O)c2ccccc2C)c1,0,5,1,-2.1,-1,-5,99,17,3,-4
Cc1cc(C)c(NC(=O)CN(C)C(=O)C2CC(=O)N(c3cccc4ccccc34)C2)c(C)c1 (centres undefined),1,6,4,-1.4,-2,-3,100,-5,-2,6
CCOc1cc(C(=S)N2CCN(C)CC2)ccc1OCC(=O)N1CCCC1,4,5,-1,-1.8,-2,-6,93,-3,0,-6
COC(=O)c1cc(OC)c(OCc2cc(C(=O)OC)oc2C)c(OC)c1,4,2,-5,0.0,-2,-5,106,-1,0,3
CCCCc1nc2cc(C(=O)NC3CCOC(C)(C)C3)ccc2o1 (centres undefined),5,-8,-9,-1.2,-2,-1,98,3,1,6
CCc1n[nH]c(=O)n1Cn1c(CC)n[nH]c1=O,5,4,-2,-0.4,0,-3,116,4,1,3
CC1(C)CC(=O)C=C(NCc2cccc(C(F)(F)F)c2)C1,-2,3,-5,-2.1,-19,-4,94,11,0,2
COc1ccc(CN(CC(=O)NCC2CCCO2)C(=O)CCC(=O)Nc2cc(C)on2)cc1 (centres undefined),3,0,2,-1.1,-1,.,95,10,2,19

# Hits appear at their usual frequency; overall some 4.2% were active at least once.
